High-throughput results: PubChem, several laboratories
STK33 inh: inhibitors of human STK33 kinase; Q9BYT3; purified STK33, MBP phosphorylation, ADP-Glo luminescence; inhibition, % at 10 µM; hit rate 0.073% among 320,000; AID 2661;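 active = inhibition at or above 25%, using the most active replicate where run in duplicate; inactive = inhibition below 25%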
Target sequence (Q9BYT3 whole entry, looked up): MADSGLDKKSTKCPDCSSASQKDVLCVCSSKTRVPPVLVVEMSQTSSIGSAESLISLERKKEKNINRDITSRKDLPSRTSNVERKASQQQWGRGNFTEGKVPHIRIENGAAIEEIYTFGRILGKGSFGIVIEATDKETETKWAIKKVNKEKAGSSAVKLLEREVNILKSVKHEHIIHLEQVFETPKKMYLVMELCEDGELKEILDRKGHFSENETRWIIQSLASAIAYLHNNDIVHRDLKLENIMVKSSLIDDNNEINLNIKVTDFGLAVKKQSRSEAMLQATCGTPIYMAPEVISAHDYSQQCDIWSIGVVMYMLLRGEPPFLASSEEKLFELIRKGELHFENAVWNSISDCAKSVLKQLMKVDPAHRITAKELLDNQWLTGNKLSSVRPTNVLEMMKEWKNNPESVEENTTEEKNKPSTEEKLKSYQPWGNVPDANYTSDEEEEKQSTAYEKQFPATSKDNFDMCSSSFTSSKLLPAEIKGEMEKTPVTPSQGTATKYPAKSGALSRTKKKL
KCNQ2 block: KCNQ2 potassium channel inhibitors, primary screen, cell-based, CHO-K1, FluxOR thallium flux, B-score (AID 2156). O88943. B-score at 10 µM. 20 min; active compounds read low. hit rate 1.1% among 310,000;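 active = fluorescence ratio B-score at most minus 3 library SDs, with starting brightness B-score within 2 library SDs, cut at about -5.5 in these data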
Kir21 inh: blocks the mouse Kir2.1 inward-rectifier potassium channel. P35561. HEK293-Kir2.1, FluxOR thallium flux fluorescence; active compounds read low. B-score at 10 µM. hit rate 0.85% among 310,000;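 active = fluorescence ratio B-score at or below minus 3 SD of library scores, with starting-brightness B-score within 2 SD, cut at about -4.2 in these data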;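 also: channel flux triggered by added potassium and thallium sulfate stimulus; B-score of peak minus minimum fluorescence over baseline after thallium stimulus; more negative B-score means stronger Kir2.1 block with less thallium influx; some compounds called inactive have numbers as strong as hits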
Target sequence (P35561 whole entry, looked up): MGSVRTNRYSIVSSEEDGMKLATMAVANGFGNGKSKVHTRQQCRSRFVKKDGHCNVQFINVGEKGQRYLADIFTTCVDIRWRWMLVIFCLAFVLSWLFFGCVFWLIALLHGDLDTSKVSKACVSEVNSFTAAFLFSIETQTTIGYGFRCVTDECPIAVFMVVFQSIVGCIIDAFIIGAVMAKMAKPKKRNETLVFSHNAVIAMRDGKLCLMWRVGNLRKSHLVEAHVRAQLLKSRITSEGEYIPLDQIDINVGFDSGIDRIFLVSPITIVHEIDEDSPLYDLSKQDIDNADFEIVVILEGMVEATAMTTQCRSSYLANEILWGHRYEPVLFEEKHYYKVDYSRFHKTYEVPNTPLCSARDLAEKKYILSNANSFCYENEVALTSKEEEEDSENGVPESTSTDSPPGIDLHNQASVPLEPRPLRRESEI
The depositor's hits bear a star; i = inactive; / = not tested or not shown; & = joins results of further samples.

SMILES	STK33 inh	KCNQ2 block	Kir21 inh
CN(C)c1nn(C(=O)Nc2cccc(C(F)(F)F)c2)cc1-c1ccccc1	0.2	i	-0.61
O=C(Nc1ccc2oc(-c3cccc4ccccc34)nc2c1)c1ncn[nH]1	-1.4	i	-0.21
Cc1sc(-c2ccncc2)nc1OC(=O)c1cc(Cl)cc(Cl)c1	-1.2	i	0.94
COc1ccc(N2C(=O)c3ccccc3NC23CCCC3)cc1	0.1	i	0.23
Nc1cc(-c2ccc(OC(F)(F)F)cc2)nn1-c1ccc(Cl)c(Cl)c1	0.2	i	-0.9
COc1cc(-c2nc(-c3ccc(Br)o3)no2)cc(OC)c1OC	-1.3	i	-0.02
CN(C)CCCN(C(=O)COc1ccccc1)c1nc2c(Cl)cccc2s1	-1.3	i	0.1
COc1ccc(COc2cc(-c3cccc(OC)c3)nc3ccc(NC(=O)C(C)C)cc23)cc1	0.5	i	-0.23
Cc1ccccc1NC(=O)c1cccc2nc3ccccc3nc12	-1.0	i	-0.96
CC(C)(C)c1cc(N2CCOCC2)n2ncc(-c3ccccc3)c2n1	-0.2	i	-0.07
COCc1cc(=O)n2[nH]c(C)c(-c3ccccc3)c2n1	7.5	i	-0.17
CCOC(=O)C1CCN(C2=NC(=O)/C(=C/c3ccc(O)cc3)S2)CC1	10	i	-0.85
CC(=O)Nc1ccc(S(=O)(=O)NC2CC(=O)N(c3ccc4c(c3)OCCO4)C2)cc1 (stereo not given)	-2.2	i	-0.11
O=C(CSc1nccc(=O)[nH]1)c1ccccc1Br	-1.5	i	-0.59
CC1(C)CC(=O)C(C(N)=NC(=O)c2ccc([N+](=O)[O-])cc2)=C(O)C1	1.1	i	-0.51
CCc1nnc(NC(=O)CSc2nccn2-c2cccc(C)c2C)s1	-0.9	i	0.09
COc1cccc(OC)c1NC(=O)NC(=O)c1c(OC)c(Br)cc([N+](=O)[O-])c1OC	0.7	i	-1.1
COc1cccc(C2CC(c3ccc(Cl)cc3)n3nc(N)nc3N2)c1 (stereo not given)	-2.8	i	-0.38
CCc1nnc(NC(=O)CSc2nnc(CSc3nc(C)cc(C)n3)n2C)s1	-0.2	i	-1.2
COc1ccc([N+](=O)[O-])cc1N(CC(O)CN(C)C)S(=O)(=O)c1ccc(C)cc1 (stereo not given)	-0.2	i	-0.11
COc1ccc(N2CC(C(=O)N/N=C/c3cc([N+](=O)[O-])ccc3O)CC2=O)cc1 (stereo not given)	-2.5	i	0.43
Cc1ccc(-c2nc3ncccn3c2Nc2ccc3c(c2)OCO3)o1	-0.6	i	-0.21
COc1ccccc1NC(=O)C1CC(O)CN1C(=O)Oc1ccccc1 (stereo not given)	0.2	i	1.2
Cc1ccc(C)c(-n2c(-c3ccc4c(c3)OCO4)n[nH]c2=S)c1	0.4	i	0.08
CCC(c1nnnn1Cc1ccc2c(c1)OCO2)N1CCN(CC)CC1 (stereo not given)	-1.7	i	-0.01
CC(C)CC(=O)NNC(=O)c1ccc(Cl)cc1	-1.5	i	0.22
COc1cc2c(cc1OC)C(c1ccc(Cl)cc1)=NCC2	-2.2	i	-3.2
O=C1C2C3C=CC(C3)C2C(=O)N1c1ccccc1OS(=O)(=O)c1ccccc1 (stereo not given)	0.1	i	0.24
CCOC(=O)C1(C)NC(c2cccs2)C2C(=O)N(c3ccccc3)C(=O)C21 (stereo not given)	-0.9	i	-1.8
N#CCC(=N)N1CCN(c2ccccc2Cl)CC1	-0.9	i	0.53
COC(=O)CC1C(=O)NCCN1C(=O)c1c(F)cccc1F (stereo not given)	0.6	i	0.29
Cc1nc2ccc(NC(=O)c3cncc(Br)c3)cc2s1	-0.7	i	0.71
O=C(NC1CCC(=O)N(CCOc2ccccc2)CC1)OCc1ccccc1 (stereo not given)	-1.5	i	0.6
CC(C)Cc1nnc(NC(=O)CCC(=O)NCCc2ccc(Cl)cc2)s1	-0.6	i	1.5
CCC(=O)NCc1nc2ccccc2n1Cc1ccccc1F	-0.5	i	-0.59
COc1ccc(C(O)c2nccc3cc(OC)c(OC)cc23)cc1OC (stereo not given)	0.5	i	-0.38

Whole records, quoted from the list.
Cc1nc2ccc(NC(=O)c3cncc(Br)c3)cc2s1 in the list: STK33 inh = -0.7; KCNQ2 block = i; Kir21 inh = 0.71
CC(C)Cc1nnc(NC(=O)CCC(=O)NCCc2ccc(Cl)cc2)s1 in the list: STK33 inh = -0.6; KCNQ2 block = i; Kir21 inh = 1.5
COc1cc2c(cc1OC)C(c1ccc(Cl)cc1)=NCC2 in the list: STK33 inh = -2.2; KCNQ2 block = i; Kir21 inh = -3.2

The list goes on.
SMILES	STK33 inh	KCNQ2 block	Kir21 inh
COc1ccc(C(=O)O)cc1S(=O)(=O)Nc1ccccc1Cc1ccccc1	/	i	0.1
COC(=O)c1ccc(CS(=O)(=O)c2ccc(F)cc2)o1	-0.4	i	-0.23
COc1ccccc1NC(=O)Cc1csc(NC(=O)c2ccccc2)n1	4.7	i	-0.02
CCOC(=O)c1cc(CC)sc1NC(=O)C1CC(=O)NN1Cc1ccccc1 (stereo not given)	-0.7	i	-2
N#Cc1c(C(F)(F)F)cc(-c2ccc(Cl)cc2)[nH]c1=O	0.2	i	0.63
CN1C(=O)NC(c2cccc([N+](=O)[O-])c2)C2=C1CC(C)(C)CC2=O (stereo not given)	-1.1	i	1.1
CCCCN(CC)CCCNC(=O)c1ccc(CS(=O)(=O)c2c(Cl)cccc2Cl)o1	-2.0	i	-1.3
COc1ccc(OC)c(NC(=O)NCCCCc2ccccc2)c1	-0.8	i	0.13
Cc1noc(C(=O)Nc2cccnc2Cl)c1Cl	-0.9	i	0.47
COc1ccc(NC(=O)C2CC(=O)OC2c2ccccc2)cc1 (stereo not given)	-1.2	i	-0.23
COc1ccccc1NC(=O)C(=O)NCCC1CCCCN1S(=O)(=O)c1ccc(F)cc1 (stereo not given)	/	i	-0.36
Cc1c(NC(=O)COC(=O)Cc2ccc(Cl)cc2)c(=O)n(-c2ccccc2)n1C	-1.1	i	-1.4
CCc1cc(C(=O)O)c(NC(=O)C(c2ccccc2)c2ccccc2)s1	-1.8	i	4
O=C(CCCOc1ccc(Cl)cc1Cl)NCc1ccncc1	-0.5	i	-0.43
CCOC(=O)c1cc(S(=O)(=O)NCCc2ccc(OC)c(OC)c2)cn1C	-0.5	i	-0.53
Cc1c(Cl)cccc1NC(=O)CCN1CCN(C)CC1	-1.9	i	1.7
Clc1ccccc1C1SCC2Nc3ccccc3CN21 (stereo not given)	-1.4	i	-0.17
Cc1cccc(N(C(=O)Cn2nnc3ccccc32)C(C(=O)NCc2ccco2)c2ccncc2)c1C (stereo not given)	1.2	i	-1.5
COCCCNC(=O)c1ccc2c(=O)n(Cc3ccc4c(c3)OCO4)c(=S)[nH]c2c1	-0.4	i	-3.4
N#Cc1ccc(N2Cc3ccccc3/C2=N/C(=O)Nc2ccc(Cl)cc2)cc1	-1.1	i	1.9
COc1cc(/C=N/NC(=O)C2CC(=O)N(c3ccc(C)cc3)C2)cc(OC)c1OC (stereo not given)	-0.3	i	0.87
COCCn1c(SCC(=O)NC2CCCCC2)nnc1-c1ccncc1	-0.2	i	1.4
Cn1c(CNc2cccc(Cl)c2)nnc1SCC(=O)OC1CCCCC1	1.2	i	-4.2*
Nc1nc(-c2ccc(F)cc2)cc(C(F)(F)F)n1	-1.1	i	-1.7
Nc1ccc(Nc2ccncc2[N+](=O)[O-])cc1	2.7	i	-0.01
COC(=O)Cc1c(O)ccn(CCc2ccc(OC)c(OC)c2)c1=O	-2.4	i	0.83
COc1ccc(CC(CC(=O)O)C(=O)Nc2ccc(OC)cc2)cc1 (stereo not given)	2.0	i	-0.23
Cc1noc(C)c1CSCC(=O)N1CCN(c2ccc([N+](=O)[O-])cc2)CC1	-2.1	i	1.3
CCc1ccc(NC(=O)CN2C(=O)CSC2=O)cc1	1.4	i	1.3
CCOC(=O)c1c(C)[n+]([O-])c2ccc3c(non3O)c12	0.1	i	-0.09
CN(CC(=O)NCc1ccc(Cl)cc1)S(=O)(=O)c1cccc2cccnc12	1.1	i	0.04
Cc1ccn(CC(=O)NC2CCCN(Cc3ccc(CC(C)C)cc3)C2)n1 (stereo not given)	-1.5	i	-0.82
CCCCNC(=S)N(CCN(C)C)Cc1cc2cc3c(cc2[nH]c1=O)OCCO3	-0.7	i	-0.55
CN1/C(=C\C=Nc2cc(S(=O)(=O)N3CCOCC3)ccc2N2CCOCC2)C(C)(C)c2ccccc21	0.5	i	0.33
Cc1cc(C)c2cc(C#N)c(N3CCCN(C(=S)NCCCN(C)C)CC3)nc2c1	1.2	i	-6.6*
O=C(CNS(=O)(=O)c1cccs1)N1CCCC1	-1.0	i	0.15
CCOC(=O)CNC(=O)CSc1nnc(NC(=O)c2ccccc2Cl)s1	-0.3	i	-1.5
COc1ccccc1CNc1nc2nc(C)c(C)c(=O)n2[nH]1	-1.2	i	1
CCN(CC)c1ccc(C(=O)N/N=C/c2ccc(OC)cc2OC)cc1	-0.2	i	-1
O=C(c1ccc(F)cc1)C1CCN(C(=O)c2ccccc2F)CC1	0.2	i	0.65
COc1cc2c(=O)n(CCCC(=O)NCC3CCCO3)c(=O)n(CC(=O)c3ccc(F)cc3)c2cc1OC (stereo not given)	0.2	i	1.7
COC(=O)Nc1ccc2c(c1)Nc1ccccc1CC2	-1.7	i	0.5
O=C(Nc1ccc(Cl)cc1)Nc1ccccc1Sc1ncc([N+](=O)[O-])s1	-1.0	i	-0.03
O=C(NCCCO)NC12CC3CC(CC(C3)C1)C2	/	i	-1.4
O=C(CSc1ccc(-c2ccc(F)cc2)nn1)Nc1ccc2c(c1)OCCO2	-0.7	i	0.02
C=CCn1c(C)cc(C(=O)COC(=O)/C=C/c2ccc(OC)cc2)c1C	-0.3	i	-0.21
COc1ccc(OCc2nc3c4c(ncn3n2)-c2ccccc2CC42CCCC2)cc1	-2.4	i	0.06
c1ccc(-c2ccc(-c3nc(-c4ccccn4)no3)cc2)cc1	16	i	0.06

Three compounds out of the list, ordered by heavy-atom count, smallest number first:
SMILES	STK33 inh	KCNQ2 block	Kir21 inh
COc1ccccc1CNc1nc2nc(C)c(C)c(=O)n2[nH]1	-1.2	i	1
C=CCn1c(C)cc(C(=O)COC(=O)/C=C/c2ccc(OC)cc2)c1C	-0.3	i	-0.21
COc1ccc(OCc2nc3c4c(ncn3n2)-c2ccccc2CC42CCCC2)cc1	-2.4	i	0.06

Kir21 inh, what is marked active above.
SMILES	STK33 inh	KCNQ2 block	Kir21 inh
Cn1c(CNc2cccc(Cl)c2)nnc1SCC(=O)OC1CCCCC1	1.2	i	-4.2*
Cc1cc(C)c2cc(C#N)c(N3CCCN(C(=S)NCCCN(C)C)CC3)nc2c1	1.2	i	-6.6*

The list continues.
SMILES	STK33 inh	KCNQ2 block	Kir21 inh
Cc1ccc(NC(=O)C2CCCNC2=O)nc1 (stereo not given)	-0.8	i	1.2
COc1ccc(CNC(=O)C[C@H]2C(=O)N(c3ccccc3)C[C@@H]2Cc2ccccc2)cc1	-0.6	i	-1.1
COc1cc(C(=O)OC(C)CN2CCOCC2)cc(OC)c1OC (stereo not given)	-1.5&-1.1	i	-0.84&1.4
Cc1ccc(C(=O)CCS(=O)(=O)c2ccc(Br)cc2)cc1	-2.6	i	-1.3
COc1ccc(C(=O)Nc2ccc(S(=O)(=O)N3CCCC3)cc2)cc1	-1.5	i	-0.48
Cc1ccc(-c2ccc(CCC(=O)O)n2C(C)C)cc1	-1.3	i	1.8
Cc1nn2c(=O)c3c4c(sc3nc2n1-c1ccccc1)COC(C)(C)C4	-1.7	i	0.65
CC(=O)N1CCN(c2ccccc2NC(=O)COc2cc(C)ccc2C(C)C)CC1	-0.6	-7.8*	-3.2
COCc1cc(C)n(CC(=O)Nc2ccc(N3CCOCC3)cc2)c(=O)c1C#N	/	i	2.4
CC(C)(C)N(Cc1ccccc1)C(=O)CN1C(=O)c2ccccc2C1=O	1.0	i	0.24
Cc1cc(SCC(=O)NC(=O)c2cccn2C)nc2ccccc12	-2.9	i	1.1
COc1ccc2nc3ccccc3nc2c1NC(=O)c1ccc(Br)cc1	-0.5	i	0.56
Cc1cccc(C)c1NC(=O)Cn1nc(-c2ccc(Cl)s2)ccc1=O	-1.4	i	-0.55
Cn1nc2sc3ccccc3n2c(=O)c1=O	-0.4	i	-0.15
CCOC(=O)N1CCN(C(=O)CN2C(=O)COc3ccc(C(C)(C)C)cc32)CC1	0.1	i	0.68
CCOC(=O)c1sc2ncn(C(CC)C(=O)OC)c(=O)c2c1C (stereo not given)	-1.8	i	-1.8
O=C(CC(=O)Nc1ccc(Br)cc1)Nc1ccc(Br)cc1	1.2	i	0.16
CC(C)(C)NC(=O)/C(=C/c1cccnc1)NC(=O)c1ccco1	-1.8	i	0.69
Cc1ccc(/C=N/NC(=O)c2ccoc2C)s1	0.2	i	0.3
CCCCNCc1cc(Br)c(OCc2cccs2)c(OC)c1	-0.5	i	-12*
Cc1cccc(NC(=O)CN(c2ccc(F)cc2)S(C)(=O)=O)c1	-0.2	i	-1.2
O=C(N/N=C/c1cc([N+](=O)[O-])ccc1O)c1ccc(COc2ccc3c(c2)CCC3)o1	1.0	i	-1.2
CCOC(=O)c1nc2ccccc2s1	-2.8	i	-0.01
COC(=O)[C@@]1(Cc2ccccc2)C=C[C@@H](C)N1C(C)=O	-0.9	i	0.03
O=C(NCc1cccnc1)NC(C(F)(F)F)C(F)(F)F	1.4	i	0.98
